Screening data deposited in PubChem BioAssay by The Scripps Research Institute Molecular Screening Center.
TAAR1 agonist – human TAAR1 agonism. CHO RD-HGA16 TAAR1, Fluo-8 calcium fluorescence; vehicle wells 0%, saturating PEA agonist 100%. activation, % at 3 µM. 0.99% of 360,000 active. Q96RJ0. AID 624467;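 active means activation above the mean activation of all test compounds in the run plus 3 SD, cut at about 38% in these data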
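Assay system: CHO-derived RD-HGA16 cells with stable Gα16 and human TAAR1; timing: 17-24 h seeding, 75 min 37 °C dye, 30 min RT; read-out: % activation from peak over basal fluorescence ratio, DMSO-to-PEA scaled; measured by: kinetic Fluo-8 calcium fluorescence; benchmarks: low control DMSO, high control PEA (EC100); doses: 3 µM single concentration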
CHO-K1 Ca ag – M1 agonist counterscreen hit in parental CHO-K1 cells. 0.48% of 360,000 active. activation, % at 3 µM. Fluo-8 calcium fluorescence; scaled to maximal ATP response, vehicle zero; in the data active means activation above about 15%;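 further: untransfected CHO-K1 host cells lacking M1 receptor as counterscreen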
M1 ag – activates human CHRM1 receptor. activation, % at 3 µM. CHO-K1 hM1, Fluo-8 calcium fluorescence, agonist mode; 0% DMSO, 100% acetylcholine EC100. P11229. 0.33% of 360,000 active;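 active means activation above the run's mean compound activation plus 3 SD, cut at about 16% in these data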;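 further: peak over basal fluorescence ratio within a 140 s kinetic read after compound addition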
Target sequence (P11229 whole entry, looked up): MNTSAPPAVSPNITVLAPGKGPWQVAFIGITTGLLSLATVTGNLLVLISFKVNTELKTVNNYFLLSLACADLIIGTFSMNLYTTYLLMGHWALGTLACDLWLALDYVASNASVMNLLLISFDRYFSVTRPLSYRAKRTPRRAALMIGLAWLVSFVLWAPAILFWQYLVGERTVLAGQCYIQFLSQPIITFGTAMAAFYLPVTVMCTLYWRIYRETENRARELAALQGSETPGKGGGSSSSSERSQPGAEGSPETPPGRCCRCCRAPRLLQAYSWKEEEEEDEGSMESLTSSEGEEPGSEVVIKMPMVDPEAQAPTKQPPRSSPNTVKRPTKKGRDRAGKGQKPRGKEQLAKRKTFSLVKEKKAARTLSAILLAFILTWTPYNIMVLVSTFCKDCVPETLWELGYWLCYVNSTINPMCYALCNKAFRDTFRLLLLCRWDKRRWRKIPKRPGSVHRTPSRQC
M1 antag – human CHRM1 antagonism | P11229 | CHO-K1 hM1, Fluo-8 calcium fluorescence, ACh EC80 antagonist | inhibition, % at 3 µM | 1.3% of 360,000 active | AID 588852;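 active means percent inhibition above its own plate's cutoff, namely the mean of that plate's compound wells plus 3 SD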;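 further: peak over basal fluorescence ratio during 140 s after agonist addition; 0% = ACh EC80 plus DMSO and 100% = DMSO alone without agonist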
OXTR potentiator – human OXTR potentiation; P30559; CHO-OTR cells, Fluo-8 calcium fluorescence, potentiator mode; 0% = oxytocin EC15, 100% = EC100; activation, % at 3 µM; 0.061% of 320,000 active; AID 2445;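 active means activation above that plate's cutoff, the mean activation of tested compounds plus 3 SD, cut at about 6.6% in these data, passing the limit was not always enough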;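 further: 100% uses oxytocin at 75 nM as the full agonist control; some results filed as inactive read as strong as hits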
Target sequence (P30559 whole entry, looked up): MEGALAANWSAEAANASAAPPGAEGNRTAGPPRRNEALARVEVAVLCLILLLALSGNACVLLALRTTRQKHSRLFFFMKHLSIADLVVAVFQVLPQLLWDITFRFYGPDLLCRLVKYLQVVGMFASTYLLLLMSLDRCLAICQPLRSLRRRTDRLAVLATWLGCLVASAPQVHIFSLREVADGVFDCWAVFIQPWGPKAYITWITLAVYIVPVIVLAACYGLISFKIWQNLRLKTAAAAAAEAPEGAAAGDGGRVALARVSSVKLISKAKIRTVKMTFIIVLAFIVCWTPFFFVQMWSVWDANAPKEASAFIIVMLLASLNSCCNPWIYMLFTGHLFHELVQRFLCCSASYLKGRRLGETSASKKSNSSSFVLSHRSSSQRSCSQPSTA
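Assay system: CHO cell line stably expressing human OTR | Also added: Oxytocin at about EC15, sub-maximal agonist stimulus | Times: Compound 6 min at room temperature before oxytocin, 100 s read | Measured by: Fluo-8 intracellular calcium fluorescence, ex 470-495, em 515-575 nm | Controls: EC15 oxytocin alone as 0%, 75 nM oxytocin as 100%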
CHO parental Ca – signal in parental CHO cells, OX1R antagonist counter-screen; inhibition, % at 5.6 µM; 0.63% of 330,000 active; parental CHO-K1, ATP-induced calcium, Fluo-8 fluorescence;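 active means inhibition above that plate's mean sample inhibition plus 3 SD, cut at about 26% in these data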;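 further: 0% = ATP-challenged DMSO wells and 100% = DMSO wells without ATP; some compounds past the cut are filed as inactive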
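test system = CHO parental line | reagent = ATP stimulus | measured by = intracellular calcium via Fluo-8 no-wash fluorescent dye | control set = ATP and no-ATP DMSO wells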
TAAR1 antag – antagonists of human TAAR1 | inhibition, % at 3 µM | Q96RJ0 | CHO RD-HGA16 TAAR1, Fluo-8 calcium fluorescence, antagonist | 1.5% of 360,000 active;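 active means inhibition above a per-plate cutoff, the mean inhibition of test compounds on that plate plus 3 SD, cut at about 49% in these data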;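 further: 0% = DMSO plus EC80 beta-PEA response and 100% = DMSO alone without agonist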
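Test system – hTAAR1-expressing CHO RD-HGA16 cells, Gα16-coupled · Reagent – β-PEA at EC80 concentration, post-compound challenge · Compound dosing – 3 µM, single point · Timing – 140 s kinetic read after compound, 140 s after agonist · Detection – Fluo-8 intracellular calcium dye fluorescence, real-time kinetic reads · Control set – DMSO and EC80 PEA controls · Repeats – n of 1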
M1 PAM parental – M1 PAM counterscreen hit in parental CHO-K1 cells. ATP EC20, Fluo-8 calcium fluorescence; 0% at ATP EC20, 100% at ATP max. activation, % at 3 µM. 0.02% of 360,000 active;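 active means activation above the run cutoff, the mean activation of all test compounds plus 3 SD, cut at about 40% in these data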;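 further: peak over basal fluorescence ratio in a 140 s read after ATP addition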
CHO-K1 Ca antag – nonselective inhibitor or artifact in parental CHO-K1 cells; 0.6% of 360,000 active; ATP-induced calcium, Fluo-8 fluorescence; AID 602250; inhibition, % at 3 µM;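 active means inhibition above a per-plate cutoff, the plate's mean sample inhibition plus 3 SD, cut at about 24% in these data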;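 further: 0% = DMSO plus EC80 ATP and 100% = DMSO alone without ATP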
Numbers without * were called inactive; . = not tested or not shown.

SMILES | TAAR1 agonist | CHO-K1 Ca ag | M1 ag | M1 antag | OXTR potentiator | CHO parental Ca | TAAR1 antag | M1 PAM parental | CHO-K1 Ca antag
COc1ccc(CC(=O)Nc2sc3c(c2C(N)=O)CCCC3)cc1 | -1.6 | 1.8 | -5.5 | -4.8 | -14.1 | -13.1 | -9.3 | -9.8 | 4.3
CCOC(=O)C1=C(c2ccccc2)OC(N)=C(C#N)C1C1CCCCC1 (stereo not drawn) | 0.3 | 0.3 | -4.9 | 8.6 | -7.7 | -27.4 | -14.4 | -2.0 | 9.4
CC(C)(C)n1ncc2c(=O)n(CC(=O)NC3CCCCC3)cnc21 | 1.9 | 0.1 | -2.9 | 1.4 | 2.7 | -17.6 | 9.1 | 9.3 | -2.7
O=C(Nc1cccc(OCC(=O)N2CCOCC2)c1)c1cccc([N+](=O)[O-])c1 | 0.9 | 0.2 | -2.7 | -12.3 | -5.3 | -7.8 | 0.0 | -12.2 | -6.0
O=C(COC(=O)Cc1c(Cl)cccc1Cl)NC1CCCC1 | -0.9 | -0.4 | -2.5 | -3.0 | -0.9 | -5.5 | 9.4 | 1.2 | 11.7
CCOC(=O)c1cc(-c2cccs2)nc2c1c(C)nn2-c1ccccn1 | 1.5 | 2.8 | -6.6 | 17.2 | -3.0 | -16.3 | 27.9 | -0.2 | -5.1
O=C1CN(C(=O)COC(=O)Cc2ccccc2F)c2ccccc2N1 | 1.2 | 1.0 | 0.4 | -13.5 | 1.8 | -4.8 | -10.1 | 17.0 | -13.3
C[C@H]1CCC[C@@]2(O[C@H](CCO)C[C@@H](O)[C@@H]2O)O1 | 15.6 | -0.4 | 6.5 | 11.7 | -3.7 | -7.7 | 10.0 | -25.4 | 16.2
CC(C)C1N(C(=O)CN2CCCCC2)CCN1S(=O)(=O)c1ccccc1 (stereo not drawn) | 5.0 | 11.6 | -7.8 | 6.4 | -7.5 | 0.2 | 4.1 | 12.9 | 10.7
Cc1cc(Br)ccc1SCC(=O)OCC(=O)Nc1ccccc1C#N | 1.4 | 1.1 | -7.0 | -5.3 | -7.2 | -7.1 | 4.1 | 10.3 | -3.8
CC(C)CC(=O)NC(Nc1ccc([N+](=O)[O-])cc1)C(Cl)(Cl)Cl (stereo not drawn) | 15.7 | 16.4* | -0.7 | 23.9 | -14.2 | -2.9 | 6.8 | 3.1 | 13.4
O=C(Nc1ccc(O)c2c(=O)cc(-c3cccc(Cl)c3)oc12)c1ccc(F)cc1 | 17.1 | 1.1 | -1.5 | -16.6 | -0.3 | -14.5 | 4.9 | 7.2 | -8.9
CCCOc1ccc(-c2nc(N)n[nH]2)cc1 | 1.2 | -0.4 | -4.8 | 0.0 | -6.9 | -5.2 | 9.8 | 11.3 | 0.5
Cc1cc(=O)n2c3c(cccc13)CCC2 | 2.6 | -0.3 | -2.2 | -31.5 | -4.1 | -6.4 | -20.0 | 7.2 | -11.2
Cc1cc(NCC(=O)Nc2ccc(C)c(S(=O)(=O)N3CCOCC3)c2)ccc1Br | 18.1 | 10.8 | 6.2 | 21.3 | . | . | 33.4 | 6.2 | 9.1
O=C(N/N=C/c1cccc(O)c1)c1ccccc1O | -0.3 | 0.9 | -2.4 | -1.2 | -4.7 | -11.5 | -1.4 | 11.3 | -11.2
CCN1CN=C(NS(=O)(=O)c2ccc(C)cc2)NC1 | 1.3 | 1.9 | -4.9 | 0.8 | -0.8 | -2.8 | 15.3 | 29.6 | -13.5
COc1ccc(N2CCN(S(C)(=O)=O)CC2)cc1 | 0.3 | -0.1 | -2.2 | -9.2 | -3.5 | 3.1 | 19.9 | 0.9 | -0.9
Cc1ccc2nc(C)cc(Cl)c2c1 | -0.4 | 0.1 | -5.2 | -1.0 | 2.8 | -9.6 | 9.4 | 12.8 | 2.4
CCN1C[C@@H]2[C@@H]3C(=O)N(C)C(=O)[C@@H]3[C@](C)(C1=O)N2C(=O)c1ccccc1 | 2.5 | 0.2 | -1.7 | -1.1 | . | . | -6.4 | 4.3 | -2.4
CC(C)(C)c1ccc(NC(=O)COC(=O)c2ccc3ncsc3c2)cc1 | 6.3 | 3.1 | 0.6 | -3.7 | -10.5 | -10.7 | -1.5 | 24.6 | -15.1
COc1cc2nc(NC(=O)c3ccco3)sc(=O)c2cc1OC | -0.4 | 1.9 | -3.4 | -0.7 | -3.8 | -3.3 | 2.5 | -1.6 | -4.4
COC(=O)c1cc(CNC(=O)c2ccccc2Cl)ccc1OC | 7.0 | -0.1 | 1.1 | 2.5 | -9.5 | -6.6 | -7.1 | 9.6 | -4.6
COc1ccc(CC(=O)NNC(=O)c2ccco2)cc1 | 4.1 | 1.4 | -0.6 | -7.7 | 7.2 | -12.0 | -11.8 | 27.1 | -16.0
CC(C)c1ccc(CC(=O)N2CCC2(C)C(=O)NCC(C)(C)C)cc1 (stereo not drawn) | 4.9 | 0.4 | -1.1 | -9.9 | . | . | -1.1 | -1.3 | 9.9

(list continues)
SMILES | TAAR1 agonist | CHO-K1 Ca ag | M1 ag | M1 antag | OXTR potentiator | CHO parental Ca | TAAR1 antag | M1 PAM parental | CHO-K1 Ca antag
O=C(COC(=O)CCNS(=O)(=O)c1ccc(Cl)cc1)Nc1ccccc1OC(F)F | 4.0 | 2.4 | -1.8 | 9.0 | . | . | 2.4 | -21.7 | -13.9
CCCC(=O)N1CCC(O)(c2cccc(F)c2)CC1 | 1.9 | 1.1 | -3.5 | -3.7 | -1.1 | -4.2 | 4.4 | 9.8 | -21.3
O=C(NC(Cc1ccccc1)C(=O)O)OCc1ccccc1 (stereo not drawn) | -0.1 | -0.3 | -4.8 | -9.9 | -8.7 | -1.6 | -16.1 | 5.7 | 1.2
C[C@H](CO)N1C[C@H](C)[C@@H](CN(C)Cc2ccc(-c3ccccc3)cc2)Oc2c(NC(=O)Nc3ccc4c(c3)OCO4)cccc2C1=O | 16.4 | 0.5 | -2.6 | 6.0 | -1.5 | -29.6 | 43.7 | 2.6 | -6.7
COc1ccc(NC(=O)N2CCCCC2c2cccnc2)cc1 (stereo not drawn) | 1.1 | 0.1 | -3.9 | -10.9 | 1.3 | 4.6 | -13.6 | 18.6 | -5.3
Cc1ccc(C(=O)Nc2cccc3cccnc23)cc1Br | 4.9 | 0.2 | -1.4 | -7.7 | -2.0 | 0.2 | 4.0 | -20.9 | 2.2
CCCCCCCNC(=O)C1(CC2CC(c3ccc(Cl)cc3)=NO2)CCN(C(=O)C2(C)CC2)CC1 (stereo not drawn) | . | -1.1 | -8.2 | 2.7 | -12.3 | -43.3 | . | -15.1 | -4.9
COc1cc(/C=C(\C#N)C(=O)NCC2CCCO2)ccc1OCC(N)=O (stereo not drawn) | 3.2 | 2.5 | -4.0 | 2.9 | 0.1 | 11.3 | -13.5 | 8.5 | -11.3
COC1OC(c2ccccc2)=C(c2cnc(N)nc2)c2ccc(F)cc21 (stereo not drawn) | 0.7 | 2.0 | . | . | . | . | 5.6 | -10.9 | -8.7
CC(C)CCN1CCN=C1Nc1ccccc1 | 14.6 | -0.4 | -7.7 | 4.2 | -9.1 | 0.6 | 108.3* | 5.5 | -10.8
CN1CCN(c2ccc(S(=O)(=O)N3CCCCC3)cc2NC(=O)CCc2ccccc2)CC1 | 5.5 | 2.8 | 0.0 | -2.0 | -7.4 | -24.7 | -4.7 | 3.4 | -6.7
O=C(CN1C(=O)c2ccccc2S1(=O)=O)Nc1cccc(S(=O)(=O)N2CCOCC2)c1 | 7.5 | 1.3 | 0.0 | -11.8 | -1.9 | -4.3 | -12.9 | 8.1 | -8.4
Cc1ccc(Cl)cc1C1=CC(=O)C[C@H](c2ccc(F)cc2)C1 | 26.6 | -0.1 | -4.8 | -4.2 | 0.3 | -31.4 | 31.4 | 2.0 | -18.4
CCN(CC)CCCNC(=S)N(Cc1cccnc1)Cc1cc2cc(C)ccc2[nH]c1=O | -0.6 | 1.1 | -6.8 | -13.3 | -10.2 | 1.1 | -27.7 | 14.0 | -1.3
OCC1(Cc2cccc(Cl)c2)CCCN(Cc2ccc3cc(F)ccc3n2)C1 (stereo not drawn) | 0.6 | 0.4 | -7.7 | -0.8 | -15.6 | -30.2 | -10.9 | 11.7 | -5.0
Cc1ccc(-n2nc3c(c2NC(=O)c2cccs2)CS(=O)(=O)C3)c(C)c1 | 3.8 | -0.1 | -0.6 | 4.1 | 6.0 | -2.7 | -3.8 | -4.4 | -7.8
COc1ccc2oc(C(=O)Nc3nccs3)c(C)c2c1 | 1.5 | 0.9 | -4.2 | -3.3 | -12.1 | 10.9 | -4.5 | 10.6 | -0.8
O=C(O)CCC(=O)N1CCc2cc(S(=O)(=O)NC3CCCc4ccccc43)ccc21 (stereo not drawn) | 5.7 | 0.6 | -3.5 | -14.5 | -4.5 | -11.7 | -0.1 | 15.3 | -13.7
Cc1cc(C(=O)N2CCCC2(C)C(=O)O)c(C)o1 (stereo not drawn) | 9.3 | 0.6 | -2.0 | -4.1 | . | . | -20.1 | 22.5 | -13.4
O=C1c2ccc([N+](=O)[O-])cc2C(=O)N1c1ccc(Cl)cn1 | 0.0 | 0.5 | -0.8 | -9.8 | -1.0 | -1.5 | -0.3 | 13.9 | -11.4
COc1ccccc1NC(=O)COC(=O)Cc1cccs1 | -0.6 | 0.2 | -8.4 | -4.8 | 0.7 | -11.0 | -8.0 | 17.4 | -12.4
Cc1ccc(CNC(=O)C(=O)NCC2CCCN2S(=O)(=O)c2cc(C)ccc2C)cc1 (stereo not drawn) | -1.9 | 3.5 | -3.2 | -7.6 | -10.1 | -41.5 | -18.0 | 5.5 | -0.7
O=C1NCCN(Cc2ccc(Cl)c(F)c2)C1CC(=O)N1CCCCO1 (stereo not drawn) | 2.9 | 0.2 | -9.3 | -4.4 | -12.6 | -12.5 | -8.3 | 13.3 | -5.1
CNS(=O)(=O)c1cc(N(C)S(=O)(=O)c2ccc(C)cc2)c(C)cc1C | 6.1 | 3.3 | -8.1 | 3.2 | -4.9 | -24.4 | 11.5 | 26.0 | -2.1
Cc1cc(NC(=O)CSCC(=O)Nc2ccc(C)c(C)c2)no1 | 2.0 | 0.0 | -3.2 | -17.5 | -3.9 | -5.9 | -17.4 | 23.6 | -13.7
